# Compound activity as filed in PubChem BioAssay.
# RAD52 inh = RAD52 (human) annealing inhibition | P43351 | recombinant RAD52 DNA annealing, FRET fluorescence | inhibition, % at 18.7 µM | 360,000 compounds, 0.46% hits | AID 651710;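 active means every replicate showing at least 50% inhibition; inconclusive means mean inhibition at least 50% but not in every replicate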
# Target sequence (P43351 whole entry, looked up): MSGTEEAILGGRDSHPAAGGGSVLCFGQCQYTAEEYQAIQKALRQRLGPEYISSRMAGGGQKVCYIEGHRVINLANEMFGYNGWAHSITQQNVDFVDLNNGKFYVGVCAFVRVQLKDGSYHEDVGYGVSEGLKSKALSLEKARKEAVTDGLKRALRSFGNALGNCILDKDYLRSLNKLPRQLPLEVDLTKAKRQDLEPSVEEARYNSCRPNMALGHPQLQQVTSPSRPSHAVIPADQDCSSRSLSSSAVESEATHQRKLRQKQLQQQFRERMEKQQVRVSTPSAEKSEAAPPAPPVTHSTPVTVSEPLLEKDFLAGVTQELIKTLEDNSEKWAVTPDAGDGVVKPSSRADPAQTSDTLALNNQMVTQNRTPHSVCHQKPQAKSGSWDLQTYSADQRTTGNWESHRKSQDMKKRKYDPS
# FN deposition inh = fibronectin deposition inhibition. AH1F fibroblasts, Alexa488-fibronectin deposition fluorescence, overnight. inhibition, % at 12.6 µM. 350,000 compounds, 0.086% hits;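 active means mean inhibition across replicates of 30% or more, regardless of how many single replicates reach that level; inconclusive means mean under 30% yet at least half of replicates reach 30%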;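 further: positive control wells lacked labelled fibronectin entirely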
#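 material = AH1F fibroblast monolayer depositing Alexa488-labelled fibronectin into matrix | amount = 10000 AH1F cells/well | buffer or medium = DMEM plus 2% serum, read in PBS | incubation = 1 h cell adhesion before compound, then overnight fibronectin incubation | detection = fluorescence at 485 nm excitation, 525 nm emission | evaluation = percent inhibition as loss of matrix-bound fibronectin fluorescence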
# S100A4 MyoIIA = S100A4-myosin IIA interaction inhibition. P26447. S100A4/TAMRA-MyoIIA peptide fluorescence polarization. inhibition, % at 10.7 µM. 360,000 compounds, 0.14% hits. AID 652163;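 active means mean inhibition of at least 70% across replicates, with every replicate also reaching that level; inconclusive means mean inhibition reaches 70% but some replicates fall short; inactive means mean inhibition below 70%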
# Target sequence (P26447 whole entry, looked up): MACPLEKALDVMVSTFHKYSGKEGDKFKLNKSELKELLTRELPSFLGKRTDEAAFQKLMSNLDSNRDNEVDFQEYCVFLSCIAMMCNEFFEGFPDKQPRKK
#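 Material: human S100A4 monomer with TAMRA-labelled myosin IIA peptide; buffer or medium: HEPES pH 7.2 with CaCl2, KCl, NaCl, DTT, Triton; compound dosing: one concentration per compound; schedule: 5 min incubation before reading; benchmarks: neutral control DMSO, positive control TFP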
# esBAF inh = inhibitors of esBAF chromatin remodeling in mouse ES cells; Bmi1-luciferase knock-in reporter, 24 h; 100% = twice the neutral-well signal; reporter increase, % at 12.5 µM; 350,000 compounds, 2% hits; AID 602393; in the data active means activation above about 40%; inconclusive means no clear call, values can overlap the other calls;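 further: 0% = median of the plate's neutral control wells and 100% = double that signal; a rise in the Bmi1 reporter signal indicates esBAF inhibition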
# E-sel inducer = E-selectin induction on HUVECs. P16581. HUVEC E-selectin immunofluorescence imaging; normalized: neutral wells 0, TNF-alpha wells 100. activation, % at 7.58 µM. 260,000 compounds, 0.37% hits. AID 686992;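 active means mean E-selectin-positive cell signal at least 10% of the positive control, reached in at least 60% of replicates, without over 20% cell loss; inconclusive means no rule given, readout overlaps actives, possibly toxicity-flagged; inactive means the rest, including those meeting only one limit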;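 further: in these data hits start at about 27%; measured in HUVEC primary endothelial cells; signal is the percent of cells scored E-selectin positive by PE staining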
#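 Read-out basis: % PE-positive cells; Test system: HUVEC primary endothelial cells; Technique: immunofluorescence imaging; Dosing: single-point compound dose.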
# Xi reactivation = reactivates the inactive X chromosome in mouse fibroblasts; activation, % at 7.58 µM; XiGFP mouse fibroblasts, % GFP-positive cells imaging, 3 d; cells co-treated with 5-aza-dC sensitizer; scaled so ellipticine positive control = 100%; 360,000 compounds, 0.055% hits; AID 743238;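 active means mean normalized replicate activation at least 10% and every replicate at or above 10%; inconclusive means only one of the two criteria met; inactive means mean below 10% and not all replicates reach 10%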;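 further: 0% = median of on-plate neutral control wells and 100% = ellipticine 6 µM median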
#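 Assay system – SV40-immortalized XiGFP fibroblast cells, line 68-5-11 · Buffer or medium – DMEM supplemented with 5-aza-dC as sensitizing agent · Dosing – one concentration, pinned · Benchmarks – positive control ellipticine, 6 µM final · Times – 3 days compound exposure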
# EWS-Fli block = EWS/Fli transcriptional activity inhibition; A673 NR0B1-luciferase reporter, viability-normalised; inhibition, % at 12.6 µM; 350,000 compounds, 0.67% hits; AID 651661;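 active means mean inhibition of at least 50% after viability correction, with every replicate also passing that limit; inconclusive means mean reaches 50% but only one of two replicates passes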;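 further: firefly luciferase signal divided by Alamar Blue viability fluorescence both relative to DMSO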
# RAD54 inh = RAD54 (human) branch migration inhibition; RAD54 Holliday junction branch migration, FAM/BHQ fluorescence; inhibition, % at 10.4 µM; 360,000 compounds, 0.14% hits; AID 602329;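 active means mean normalized replicate activity at least 40 and at least half of replicates scoring 40 or more; inconclusive means only one of the two criteria met; inactive means mean below 40 and under half of replicates reaching 40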;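 further: 0% = median of neutral control wells and 100% = median of positive control wells; inhibitors cause a drop in the FAM fluorescence signal; in these data hits start at about 50%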
# Active calls of the source: *; ? = inconclusive; nt = no result given.
SMILES,RAD52 inh,FN deposition inh,S100A4 MyoIIA,esBAF inh,E-sel inducer,Xi reactivation,EWS-Fli block,RAD54 inh
O=C(/C=C/c1ccc(F)cc1)NC(=S)Nc1ccccc1,-1,-9,1,2,-0.1,0.0,-8,14
COc1cc(C2=NOC(C(=O)Nc3cc(C)on3)C2)cc(OC)c1OC (configuration not stated),-17,6,-1,5,0.8,1.1,3,-12
CCCC#Cc1ccc([C@H]2[C@H](CO)N3CCCCN(S(=O)(=O)CC)C[C@@H]23)cc1,-19,nt,-14,nt,0.3,0.0,nt,-4
COc1cc2ccccc2cc1C(=O)Nc1ccc(Cl)cn1,10,0,-5,67*,nt,0.1,-82,-12
CC1(C(=O)Nc2ccccc2)Cc2c(-c3ccc4c(c3)OCO4)ccnc2O1 (configuration not stated),-6,12,1,7,0.7,0.1,-12,3
COc1ccc(C(=O)N2CCN(c3ncccn3)CC2)cc1[N+](=O)[O-],-11,5,0,-5,nt,0.1,-2,5
CCC(=O)N(C)C[C@@H]1Oc2cc(C#Cc3cccnc3)ccc2S(=O)(=O)N([C@@H](C)CO)C[C@H]1C,11,nt,6,-5,0.2,0.5,3,2
O=C(COc1ccccc1[N+](=O)[O-])NCC1(N2CCCCC2)CCCCC1,-10,-2,-3,2,1.7,0.1,5,-4
COCCN1C(=O)/C(=C/c2ccc(OCc3ccc(C(=O)O)cc3)c(OC)c2)SC1=Nc1ccccc1,nt,5,nt,nt,-0.5,-0.1,nt,3
COc1ccc(OCC(=O)N2c3ccc(C)cc3C3CN(C)CCC32)cc1 (configuration not stated),7,3,-22,3,-0.1,0.1,13,4
COC(=O)C1=C(C)N(C)C(=NCc2ccc3c(c2)OCO3)NC1c1cccc(Cl)c1 (configuration not stated),5,6,-7,nt,-0.2,-0.1,-14,nt
CC(C)CC#Cc1ccc2c(c1)O[C@H](CN(C)C(=O)NC(C)C)[C@@H](C)CN([C@H](C)CO)S2(=O)=O,10,nt,4,3,-0.1,-1.9,-2,0
C[C@@H]1CN([C@H](C)CO)C(=O)c2cc(NC(=O)Nc3ccc4c(c3)OCO4)ccc2O[C@@H](C)CCCCO[C@H]1CN(C)S(=O)(=O)c1ccc(F)cc1,1,-2,-15,18,0.9,0.7,-61,-3
CC(C)C(=O)NNC(=O)c1cc2sccc2s1,-20,-1,-1,nt,0.2,-0.1,-18,nt
Cc1noc(C)c1S(=O)(=O)Nc1ccc2c(c1)CC(=O)N([C@H](C)CO)C[C@H](C)[C@H](CN(C)CC1CCCCC1)O2,10,-3,-2,-10,0.0,0.1,-3,-17
NCC1CC2c3ccccc3C1c1ccccc12 (configuration not stated),-7,5,-3,-10,nt,0.0,9,5
C[C@@H]1CN([C@@H](C)CO)C(=O)c2cc(NS(=O)(=O)c3ccc(Cl)cc3)ccc2O[C@@H](C)CCCCO[C@@H]1CN(C)S(=O)(=O)c1cn(C)cn1,-43,-14,2,-4,nt,0.0,-8,4
COCc1nc2ccccc2n1CCc1ccccc1,-9,1,-23,-8,0.3,0.1,7,2
Nn1c(SCC(=O)Nc2nc3ccccc3s2)nncc1=O,-17,-6,-6,nt,nt,0.0,-2,nt
CO[C@@H](CN(C)C(=O)c1cnccn1)[C@H](C)CN([C@@H](C)CO)S(=O)(=O)c1ccc(F)cc1,-9,6,-7,-1,-0.1,0.0,-1,-5

# One compound at a time, from the list above. Order of screens: RAD52 inh	FN deposition inh	S100A4 MyoIIA	esBAF inh	E-sel inducer	Xi reactivation	EWS-Fli block	RAD54 inh
# O=C(COc1ccccc1[N+](=O)[O-])NCC1(N2CCCCC2)CCCCC1 across the screens: -10	-2	-3	2	1.7	0.1	5	-4
# NCC1CC2c3ccccc3C1c1ccccc12 (configuration not stated) across the screens: -7	5	-3	-10	nt	0.0	9	5

# Continued.
SMILES,RAD52 inh,FN deposition inh,S100A4 MyoIIA,esBAF inh,E-sel inducer,Xi reactivation,EWS-Fli block,RAD54 inh
Cc1ccc2nc(SCC(=O)NC3CCCC3)[nH]c2c1,1,2,5,-4,1.0,-0.1,-12,2
CC1CCN(C2=NN3C(=N)/C(=C\c4ccc(OC(=O)c5ccco5)cc4)C(=O)N=C3S2)CC1,-12,4,2,3,0.0,0.0,-1,15
COC(=O)Cn1c(=NC(=O)C2CC2)sc2c(C)cc(C)cc21,-9,-5,0,-2,0.1,0.0,6,-13
CN1c2ccc(-c3ccccc3)cc2[C@@H]2[C@@H](CCN2C(=O)c2cccc(F)c2)[C@@H]1CO,15,-1,130*,3,0.2,0.2,-3,-9
CC(C)NC(=O)C1CCN(C2CCN(C(=O)c3cc4c(s3)CCCCC4)CC2)CC1,-24,1,-1,nt,-1.2,0.4,6,nt
COc1ccccc1/C=C(\C)C(=O)c1c(C)cc(C)[nH]c1=O,0,2,-2,1,nt,0.0,5,1
CC(C)NC(=O)Nc1cccc2c1O[C@H](CN(C)S(=O)(=O)c1ccc(Cl)cc1)[C@H](C)CN([C@H](C)CO)C2=O,6,nt,1,-4,-9.5,0.0,1,1
O=C(C[C@H]1CC[C@@H](NC(=O)Nc2cccc(F)c2)[C@@H](CO)O1)NCC1CC1,-5,6,6,5,0.3,0.2,2,1
O=C(C[C@@H]1C=C[C@@H](NC(=O)Cc2cccnc2)[C@H](CO)O1)NCc1ccc2c(c1)OCO2,2,6,7,-6,0.0,0.5,-1,3
COCc1cn(CC[C@@H]2CC[C@H](NC(=O)c3ccc(F)cc3)[C@H](CO)O2)nn1,-7,7,-2,-2,-0.1,0.6,-1,-15
COc1ccc(-c2cn[nH]c2-c2ccc(OCc3ccccc3)cc2O)cc1,-13,9,-1,-16,0.2,-0.1,2,nt
CCCC#Cc1ccc([C@H]2[C@H]3CN(C(=O)Nc4ccc(F)cc4)CC(=O)N3[C@H]2CO)cc1,0,nt,-5,nt,0.8,0.4,nt,nt
CCOc1ccc(-c2c(C(=O)N/N=C/c3ccco3)nnn2-c2nonc2N)cc1,-10,1,8,6,nt,-0.1,-13,-4
CN(c1cccc(Cl)c1)S(=O)(=O)c1cccc(C(=O)Nc2ccc3c(c2)CCC3)c1,-10,-6,-4,nt,-2.4,0.6,-11,-12
O=C(NCCc1ccc(Cl)cc1)C1CC(=O)N(CCc2ccccc2)C1 (configuration not stated),0,0,0,-3,nt,0.2,-3,0
CCCN1CCC(NC(=S)Nc2ccc(C(=O)OCC)cc2)CC1,-10,4,-6,nt,nt,0.0,0,nt
COC(=O)[C@@H]1CC[C@@](C)(c2ccc(OC)cc2)C1(C)C,0,-6,-2,7,0.0,0.2,11,-2
CC1CCCC(NC(=O)COC(=O)c2ccc([N+](=O)[O-])s2)C1C (configuration not stated),-14,nt,-8,-2,0.6,0.3,-6,-1
CC(=O)Nc1ccc2nc(NC(=O)c3cccnc3)sc2c1,-15,nt,3,nt,nt,-0.1,-10,nt
CC(C)N1CCC(N2CCN(C3CCCCC3)CC2CCO)CC1 (configuration not stated),-1,-7,-5,nt,-0.8,0.0,-4,nt
COc1cc(C(=O)Nc2ccc(S(=O)(=O)Nc3cnc4ccccc4n3)cc2)cc(OC)c1OC,-13,-2,0,-1,nt,0.0,16,0
Cc1noc(C)c1NC(=O)Nc1ccc2c(c1)C(=O)N(C)[C@H]1CC[C@H](CC(=O)Nc3ccc4c(c3)CCCC4)O[C@@H]1CO2,16,9,-6,4,0.0,0.1,5,-3
CCOC(=O)C1CCCN(C(=O)C(=O)c2cn(CC(=O)N3CCOCC3)c3ccccc23)C1 (configuration not stated),-10,1,9,-6,0.1,0.0,4,-19
O=C(COC(=O)c1ccccc1O)Nc1cccc(S(=O)(=O)NC2=NCCCCC2)c1,-10,-1,-4,4,nt,0.4,3,nt
CCOc1ccccc1OCC(=O)OCC(=O)NNC(=O)c1ccc([N+](=O)[O-])cc1,-18,-2,2,nt,0.0,0.1,5,-13
O=C(NCc1ccccc1CN1CCCC1)C1CCN(C(=O)c2ccc(Cl)cc2)CC1,-1,1,1,-7,0.2,0.0,4,12
O=C(N[C@@H]1C=C[C@@H](CC(=O)N2CCc3ccccc3C2)O[C@@H]1CO)C1CC1,6,-15,?,-7,-0.3,-1.1,-1,-2
Cc1c(Br)c(C(F)(F)F)nn1CC(=O)NCc1ccco1,-2,-6,-8,nt,nt,0.0,-7,nt
CC(C)C[C@H](NC(=O)c1nc[nH]c1C(=O)NCc1ccc(CNC(=O)OC(C)(C)C)cc1)C(=O)OC(C)(C)C,-20,-3,3,11,-0.1,0.0,19,-4
CC(C)[C@H](NC(=O)c1ccccc1)C(=O)OCC(=O)Nc1ccc(S(=O)(=O)N2CCOCC2)cc1,-15,3,9,nt,0.5,0.2,5,nt
O=C(C[C@@H]1CC[C@H]2[C@@H](COC[C@@H](O)CN2C(=O)c2ccccc2)O1)N1CCOCC1,-9,-4,0,3,0.0,0.0,-4,-7
C/C(Cc1nnn(-c2cc(C)on2)n1)=N\O,-7,2,-3,nt,0.0,0.1,1,-6
COc1ccc(C(CNC(=O)CCNS(=O)(=O)c2ccc(Br)cc2)N2CCCC2)cc1 (configuration not stated),-59,3,-6,-5,0.3,0.0,-7,-9
Cc1ccc(S(=O)(=O)Cc2ccc(C(=O)O)o2)cc1,-36,nt,10,-3,nt,nt,13,5
COCCCn1cc(CN2CC(N3CCN(C4CCN(C)CC4)CC3)CS2(=O)=O)nn1 (configuration not stated),0,-5,-6,nt,3.1,1.4,9,nt
C[C@H]1CN([C@@H](C)CO)C(=O)c2cc(NC(=O)C3CC3)ccc2O[C@@H]1CN(C)C(=O)NC1CCCCC1,-11,nt,9,-7,-0.2,-0.5,-2,1
COc1ccc(/C=N/NC(=O)CN(C2=NS(=O)(=O)c3ccccc32)c2ccccc2)cc1,nt,6,nt,-4,-0.1,0.1,nt,0
C[C@@H]1CN([C@@H](C)CO)C(=O)c2cc(NC(=O)Nc3ccc4c(c3)OCO4)ccc2O[C@@H]1CN(C)Cc1ccncc1,20,1,13,-4,0.1,-1.3,nt,-1
C=C(C)c1cccc(C(C)(C)NC(=O)Nc2cccnc2)c1,-6,9,-1,5,0.7,-0.1,6,-8
COc1ccc(C)cc1-n1nnnc1SC(C)C(=O)NC1CCCC1 (configuration not stated),-20,-1,-8,-1,0.2,-0.1,-5,-3
N#Cc1cc2c(nc1SCc1ccncc1)CCC2,-15,nt,-2,44*,nt,nt,-38,4
CCCN(C)C[C@H]1Oc2cc(C#CCC(C)C)ccc2S(=O)(=O)N([C@@H](C)CO)C[C@H]1C,17,6,4,-2,0.3,-1.0,6,2
C[C@@H]1CN([C@@H](C)CO)C(=O)c2cc(NC(=O)CCCN(C)C)ccc2O[C@@H](C)CCCCO[C@H]1CN(C)C(=O)Nc1cccc2ccccc12,30,nt,-5,0,0.1,0.0,2,13
Nc1nc2n(n1)C(c1ccco1)CC(c1ccc(F)cc1)N2 (configuration not stated),-18,-6,-3,8,0.0,0.2,-2,-5
